Screening results from PubChem.
TEAD-YAP inh = TEAD-YAP interaction inhibition; inhibition, % at 9.12 µM; 640,000 tested, 1.4% active; HEK-TIYL cells, TEAD-Gal4/YAP UAS-luciferase luminescence; in the data active = inhibition above about 32%;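 also: 0% = median of test compound wells and 100% = reference inhibitor wells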
FBW7 act = human FBW7 E3 ligase activation, primary screen; Q969H0; AlphaScreen FBW7–phospho-cyclin E peptide binding, activator screen; normalized activity (activation), % at 26.1 µM; 650,000 tested, 0.13% active; AID 1259310; in the data active = normalized activity above about 1.9%;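 also: purified mutant Fbw7 with reduced substrate affinity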
GPR151 ag = activates the human receptor GPR151 | 650,000 tested, 1% active | PathHunter beta-arrestin GPR151 cells, luminescence | activation, % at 11.2 µM; in the data active = activation above about 4.9%;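 also: 0% = median of compound wells and 100% = cells with positive control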
Target sequence (Q8TDV0 whole entry, looked up): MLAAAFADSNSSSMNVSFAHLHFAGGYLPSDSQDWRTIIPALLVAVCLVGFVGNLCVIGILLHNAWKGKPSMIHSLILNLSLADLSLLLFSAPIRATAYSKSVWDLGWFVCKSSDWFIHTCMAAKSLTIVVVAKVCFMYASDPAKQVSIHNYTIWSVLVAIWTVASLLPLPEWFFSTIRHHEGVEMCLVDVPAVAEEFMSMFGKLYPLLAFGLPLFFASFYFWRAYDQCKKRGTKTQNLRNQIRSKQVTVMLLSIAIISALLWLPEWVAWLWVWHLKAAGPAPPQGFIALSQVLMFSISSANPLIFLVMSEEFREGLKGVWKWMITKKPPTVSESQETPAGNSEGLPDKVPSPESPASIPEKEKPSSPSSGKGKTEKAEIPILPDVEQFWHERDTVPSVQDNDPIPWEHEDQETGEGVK
MITF primary = inhibitors of human MITF | AlphaScreen MITF homodimerization, bead proximity signal | 650,000 tested, 0.91% active | inhibition, % at 2.6 µM | AID 1259374; in the data active = inhibition above about 50%;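 also: 0% = vehicle wells with protein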
Target sequence (O75030 whole entry, looked up): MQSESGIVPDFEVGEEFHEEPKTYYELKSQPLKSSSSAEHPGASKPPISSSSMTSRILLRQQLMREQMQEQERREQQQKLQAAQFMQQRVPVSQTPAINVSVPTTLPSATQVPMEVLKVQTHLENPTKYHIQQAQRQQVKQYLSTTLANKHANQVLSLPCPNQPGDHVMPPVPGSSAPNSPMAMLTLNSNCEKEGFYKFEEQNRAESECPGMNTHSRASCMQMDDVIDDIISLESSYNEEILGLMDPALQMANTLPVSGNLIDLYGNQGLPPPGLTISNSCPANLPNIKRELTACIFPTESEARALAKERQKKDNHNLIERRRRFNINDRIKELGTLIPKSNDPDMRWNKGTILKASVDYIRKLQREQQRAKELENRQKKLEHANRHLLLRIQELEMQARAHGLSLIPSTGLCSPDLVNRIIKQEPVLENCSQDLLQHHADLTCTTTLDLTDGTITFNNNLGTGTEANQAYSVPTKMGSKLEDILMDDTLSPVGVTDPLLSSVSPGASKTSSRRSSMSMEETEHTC
The depositor's hits bear a star.

SMILES	TEAD-YAP inh	FBW7 act	GPR151 ag	MITF primary
CCOC(=O)N1CCC(Nc2c(Nc3ccc(F)cc3)c(=O)c2=O)CC1	-7	-0.1	2.3	3
COc1cc(F)ccc1S(=O)(=O)NCc1cccnc1	2	-0.1	-0.5	11
CC(=O)NC(=O)c1cc2ccccc2oc1=Nc1cccc(C#N)c1	-18	-0.2	-0.1	-3
COc1ccc(CNC(=O)CSc2ncccn2)cc1	-28	0.0	-0.3	-8
Clc1ccc(OCCN2CCC(c3nc(-c4ccncc4)no3)CC2)cc1	7	0.0	0.6	-6
CCC(C)NC(=O)c1ccccc1NC(=O)CN(c1cccc(C)c1C)S(C)(=O)=O (centres undefined)	5	-0.2	-0.8	3
Cc1ccc(NC(=O)c2sc3nc(C)nc(N4CCN(c5ccccn5)CC4)c3c2C)cc1	-10	0.4	-0.7	2
O=C(NCCc1ccc(Cl)cc1)c1ccc2c(=O)n(-c3ccc(F)cc3)c(=S)[nH]c2c1	3	0.0	-0.7	9
CN(C)c1nc(N(C)C)nc(N2CCOCC2)n1	6	0.0	0.3	-1
CC(C)(C)SCCNC(=O)c1ccc(N(Cc2ccccc2)S(C)(=O)=O)cc1	3	-0.1	1.2	-8
O=C(NCc1ccccn1)c1cc(-c2ccccc2Cl)nc2ccccc12	9	-0.2	-0.2	-6
C=CCNCCOCCOc1c(Cl)cc(C)cc1Br	-11	0.1	-0.4	28
CCCCN1C(=O)C2C(C(=O)Nc3ccc(C(C)C)cc3)C3C=CC2(O3)C1C(=O)NC1CCCC(C)C1C (centres undefined)	5	0.0	-1.3	-18
Cc1cc(Cl)ccc1OCC(=O)Nc1cccc2nsnc12	-9	0.1	0.3	-4
CN1CCCC(C(=O)NCc2nnc3n2CCN(Cc2ccc(F)c(F)c2)CC3)C1 (centres undefined)	-3	0.1	0.5	16
CC(=O)Nc1ccc2c(c1)CCN2C(=O)C1CCCC1	-7	0.2	-1.9	2
COC(=O)c1cc(C)sc1NC(=O)C1CC=CCC1C(=O)O (centres undefined)	-1	0.0	0.0	7
CCOC(=O)c1c(-c2ccccc2)csc1NC(=O)CCC(=O)O	11	-0.1	0.6	11
NC(=O)c1ccccc1OCC(=O)Nc1cccc(C(F)(F)F)c1	-70	-0.2	-0.1	-1
Nc1nnc(SCc2ccc(I)cc2)s1	-13	0.3	1.9	3

Some of these compounds in order of formula weight, smallest number first.
SMILES	TEAD-YAP inh	FBW7 act	GPR151 ag	MITF primary
CN(C)c1nc(N(C)C)nc(N2CCOCC2)n1	6	0.0	0.3	-1
CC(=O)Nc1ccc2c(c1)CCN2C(=O)C1CCCC1	-7	0.2	-1.9	2
CC(=O)NC(=O)c1cc2ccccc2oc1=Nc1cccc(C#N)c1	-18	-0.2	-0.1	-3
CCOC(=O)c1c(-c2ccccc2)csc1NC(=O)CCC(=O)O	11	-0.1	0.6	11
Nc1nnc(SCc2ccc(I)cc2)s1	-13	0.3	1.9	3
CC(C)(C)SCCNC(=O)c1ccc(N(Cc2ccccc2)S(C)(=O)=O)cc1	3	-0.1	1.2	-8
CCCCN1C(=O)C2C(C(=O)Nc3ccc(C(C)C)cc3)C3C=CC2(O3)C1C(=O)NC1CCCC(C)C1C (centres undefined)	5	0.0	-1.3	-18

New compounds follow.
SMILES	TEAD-YAP inh	FBW7 act	GPR151 ag	MITF primary
COCc1cc(C)nc(Nc2ccc(C)cc2)c1C#N	-10	0.1	1.6	-4
Cc1cc(OCC(=O)Nc2ccccc2C(F)(F)F)ccc1Cl	-50	0.0	-0.2	-4
Cc1cccc2cnn(CC(=O)N3CCCCC3)c12	-6	-0.1	-1.5	-2
COC(=O)C(Br)C12CC3CC(C1)CC(C(Br)C(=O)OC)(C3)C2 (centres undefined)	14	0.2	1.1	18
O=C(Nc1ccc(Cl)c(Cl)c1)N1CCN(c2nc3ccccc3[nH]2)CC1	4	0.0	-0.1	0
COc1ccc(N2C(=O)NC(=O)/C(=C/c3ccccc3O)C2=O)cc1	3	-0.1	-1.3	2
COc1ccc(NC(=O)CSc2nc3cc4c(cc3c(=O)n2CCCC(=O)NCc2ccc3c(c2)OCO3)OCO4)c(OC)c1	12	0.0	-0.9	5
O=C(CNC(=O)c1ccccc1F)N/N=C/C=C/c1ccccc1	9	0.0	-0.3	9
Cc1ccccc1-n1nc2c(c1NC(=O)C1CCCCC1)CS(=O)C2 (centres undefined)	-4	0.0	0.2	-15
CCOC(=O)CSc1ccc(S(=O)(=O)N2CCN(c3ccccc3Cl)CC2)cc1[N+](=O)[O-]	-8	0.0	0.4	-1
COCCNC(=O)c1ccc(-n2c(SCc3cc(F)ccc3F)nc3ccccc3c2=O)cc1	1	-0.1	1.6	-2
CCCn1cnc2sc(C(=O)Nc3cccc(C)c3)c(C)c2c1=O	-17	0.1	-2.3	14
COC(CNc1nc2nonc2nc1N1CCOCC1)c1cccs1 (centres undefined)	-5	0.2	-0.7	8
C/C(=N\Nc1ncc(-c2ccc([N+](=O)[O-])cc2)cn1)c1ccc([N+](=O)[O-])cc1	-4	0.0	3.0	5
Cc1ccc2c(C)nc(N3CCCC(NCc4ccccc4)CC3)nc2c1 (centres undefined)	-5	0.1	-1.0	-8
O=C(NNC(=O)C(Cl)Cl)c1cccc(Cl)c1	-11	0.0	-0.9	-4
CCC(C)C1N=C2c3ccccc3N=C(SCc3ccc(F)cc3)N2C1=O (centres undefined)	-9	0.0	-1.0	16
Clc1ccc2nc(NCCc3ccccc3)c3nnnn3c2c1	1	0.1	-0.3	4
COc1ccccc1Cn1c(=S)[nH]c2cc(C(=O)NCCc3ccc(OC)c(OC)c3)ccc2c1=O	3	-0.1	-0.3	-10
COc1cc(C2C(C#N)=C(N)Oc3n[nH]c(C(C)(C)C)c32)ccc1OC(C)=O (centres undefined)	13	0.2	-0.5	14

Of the compounds above, these have an aryl thioether with sulfur outside any ring.
SMILES	TEAD-YAP inh	FBW7 act	GPR151 ag	MITF primary
COc1ccc(CNC(=O)CSc2ncccn2)cc1	-28	0.0	-0.3	-8
Nc1nnc(SCc2ccc(I)cc2)s1	-13	0.3	1.9	3
COc1ccc(NC(=O)CSc2nc3cc4c(cc3c(=O)n2CCCC(=O)NCc2ccc3c(c2)OCO3)OCO4)c(OC)c1	12	0.0	-0.9	5
CCOC(=O)CSc1ccc(S(=O)(=O)N2CCN(c3ccccc3Cl)CC2)cc1[N+](=O)[O-]	-8	0.0	0.4	-1
COCCNC(=O)c1ccc(-n2c(SCc3cc(F)ccc3F)nc3ccccc3c2=O)cc1	1	-0.1	1.6	-2

More records follow:
SMILES	TEAD-YAP inh	FBW7 act	GPR151 ag	MITF primary
O=C(NCCCCNC(=O)c1cncc(O)c1)c1cncc(O)c1	11	0.1	3.1	-1
Cc1ccc(N2CCN(C(=O)C(C)N3C(=O)c4ccccc4C3=O)CC2)cc1 (centres undefined)	-4	0.0	-0.4	11
Cc1cc([N+](=O)[O-])ccc1NC(=O)/C(C#N)=C/c1ccc([N+](=O)[O-])cc1	4	-0.2	0.0	-14
Nc1c(C(=O)c2ccccc2)sc2nc(-c3cccs3)cc(-c3cccs3)c12	3	0.2	-0.8	-6
O=C(c1cc2c(Cl)nc3ccccc3c2s1)N1CCOCC1	-67	0.0	-0.7	-2
CCc1c(C(=O)Nc2cccc(OC)c2)[nH]c(C)c1C(C)=O	-28	0.4	0.2	13
CCCNC(=O)c1ccccc1NS(=O)(=O)c1cccc([N+](=O)[O-])c1	-3	-0.1	-0.2	6
COc1ccc(OC)c(NC(=O)c2c(NCc3cccnc3)sc3c2CCC(C)C3)c1 (centres undefined)	11	-0.3	2.5	1
O=C(NCc1ccccc1)c1cccc(-c2cccs2)n1	16	0.3	-0.6	3
COC(=O)Cn1c(=NC(=O)c2ccccc2[N+](=O)[O-])sc2cccc(F)c21	-11	0.0	1.8	7
CCOc1ccc(C2C(C(=O)OC3CCCCC3)=C(C)NC3=C2C(=O)CCC3)cc1OC (centres undefined)	4	0.0	1.3	-7
O=C1CC(c2ccccc2)CN1Cc1ccccc1 (centres undefined)	0	0.4	0.9	14
Cc1nonc1NC(=O)CSc1nc(Cc2ccccc2)nc2ccccc12	0	-0.1	10*	-8
Cc1ccc(-c2nc(CS(=O)(=O)CC(=O)NC3CC3)c(C)o2)cc1	3	0.0	0.3	-3
COc1ccc(CC(=O)Nc2cc(Cl)ccc2O)cc1	-3	-0.2	-0.9	16
CCc1c(C(=O)N2CC(C)CC(C)C2)[nH]c(C)c1C(C)=O (centres undefined)	3	0.6	-0.6	11
Cc1ccc(-c2nc3ccccc3s2)cc1NC(=O)c1ccccc1	-51	-0.1	-0.3	-1
CCN1C(=O)c2cccc3c(NC(=O)c4cc(-c5cccs5)nc5ccccc45)ccc1c23	-3	-0.1	0.0	-12
CN(C)CC(C)(O)c1ccc2c(c1)CN(Cc1ccc(F)cc1F)CCO2 (centres undefined)	1	0.1	-0.1	-3
COc1cc(OC)cc(C(=O)Nc2c3c(nn2-c2cccc(Cl)c2)CSC3)c1	6	0.2	-0.1	5
CCCCCc1ccc(-c2ccc(F)cc2)nc1	-20	0.0	-1.5	2
COc1ccc([N+](=O)[O-])cc1/C=C1/SC(=S)N(CC(=O)O)C1=O	-7	0.2	-1.6	7
Cc1ccc2oc(-c3ccc(C)c(NC(=O)c4ccc([N+](=O)[O-])cc4)c3)nc2c1	-20	0.1	-0.6	-4
COC(=O)C1CNC(NCCC2=CCCCC2)c2ccccc21 (centres undefined)	-9	0.2	0.0	-9
COc1cccc(C2C(C(=O)OCCOc3ccccc3)=C(C)NC3=C2C(=O)CC(C)(C)C3)c1 (centres undefined)	-16	0.9	-2.5	-5
COc1ccc(CCNc2nc(NCCN3CCOCC3)nc3c2ncn3-c2ccsc2)cc1	5	-0.1	0.1	8
CCOc1ccc(-n2c(CNC(=O)c3cc(OCC)c(OCC)c(OCC)c3)nnc2SCC(=O)Nc2nccs2)cc1	-5	0.1	0.4	-1
O=C(c1ccc2c(=O)n(CCc3ccccc3)c(=S)[nH]c2c1)N1CCCCC1	-5	0.0	3.2	-7
O=C(COc1ccc([N+](=O)[O-])c2cccnc12)N1CCc2ccccc21	2	-0.1	-0.6	-2
O=C(COc1ccccc1)N1CCOCC1	-9	-0.1	0.6	-3
CCN(CC)C(=O)c1sc2ncn(CC(=O)N3CCCCC3)c(=O)c2c1C	-7	-0.1	-0.2	5
CC(C)[C@@H]1NC(=O)[C@@H]2C[C@H](NCc3sc4ccccc4c3Cl)CN2C1=O	-7	0.2	0.9	-18
COc1ccc(CCNC(=O)c2cc3nc(-c4cccs4)cc(C(F)(F)F)n3n2)cc1OC	2	0.5	-1.4	11
COc1ccccc1CNC(=O)Cn1cnc2sc(C)c(S(=O)(=O)N3CCOCC3)c2c1=O	-2	0.2	0.9	11
COC(=O)c1c(F)c(F)c(Oc2ccc(NC(C)=O)cc2)c(F)c1N1CCCC1	-7	0.0	-0.6	4
COc1ccc(-c2cnc3c(NCC(C)C)nccn23)cc1OC	-1	-0.4	0.1	-18
Fc1cc(F)c2nc(NCCCn3ccnc3)sc2c1	0	0.0	2.1	6
O=C(NNS(=O)(=O)c1cccc([N+](=O)[O-])c1)c1ccccc1Cl	-3	-0.3	0.5	8
Cc1ccc(-c2cc(C(F)(F)F)n3ncc(C(=O)Nc4ccc(Cl)cc4)c3n2)cc1	-3	-0.1	0.5	15
O=C1c2cccc3c(O)ccc(c23)C(=O)N1c1cccc2ccccc12	-2	0.0	-1.1	1

Reprinted at random: 2 records from the list, in no set order.
SMILES	TEAD-YAP inh	FBW7 act	GPR151 ag	MITF primary
COc1ccc(-c2cnc3c(NCC(C)C)nccn23)cc1OC	-1	-0.4	0.1	-18
COc1ccc(CCNC(=O)c2cc3nc(-c4cccs4)cc(C(F)(F)F)n3n2)cc1OC	2	0.5	-1.4	11

Looked up above.
For GPR151 ag, O=C(COc1ccc([N+](=O)[O-])c2cccnc12)N1CCc2ccccc21 shows -0.6
For MITF primary, COc1ccccc1CNC(=O)Cn1cnc2sc(C)c(S(=O)(=O)N3CCOCC3)c2c1=O shows 11
For MITF primary, COc1ccc(-c2cnc3c(NCC(C)C)nccn23)cc1OC shows -18

(next part)
SMILES	TEAD-YAP inh	FBW7 act	GPR151 ag	MITF primary
Cc1cc(C)cc(NC(=S)NC(=O)CCN2C(=O)c3ccccc3C2=O)c1	5	0.1	0.6	-1
COc1cccc(CNC(=O)C2CCCN(S(=O)(=O)c3c(C)[nH]c(=O)[nH]c3=O)C2)c1 (centres undefined)	16	0.2	1.9	5
CC(=O)N1CCCN(S(=O)(=O)c2cccc3cnccc23)CC1	-5	-0.6	5.4*	3
CC(=O)N1CC(C)Sc2cc(S(=O)(=O)NCCC3=CCCCC3)ccc21 (centres undefined)	20	-0.1	1.8	1
CC(Cc1ccc2c(c1)OCO2)c1nc2cnccn2c1NC1CCCC1 (centres undefined)	5	0.0	1.0	1
COc1ccc(CC(=O)Nc2ccc(N3CCC(NCC(C)(C)CO)CC3)cc2)cc1	-5	0.1	0.7	7
O=C(NCc1cccc(Cl)c1)c1cnccn1	4	0.1	-1.1	25
Cc1ccc(CN2C(=O)C(=O)c3ccccc32)c(C)c1	26	0.8	-0.7	48
COCCn1c(-c2ccc(OC)cc2)cnc1SCC(=O)Nc1cccc(C(C)=O)c1	-9	0.0	0.7	0
O=C(NCCc1ccccc1)c1cccn2c(=O)c3cc4ccccc4cc3nc12	2	0.0	-0.2	5
Cc1ccc2c(c1)cc(CN(Cc1ccc3c(c1)OCO3)C(=O)C1CCC1)c1nnnn12	-4	0.0	0.0	2
CC(=O)N1N=C(c2cccc([N+](=O)[O-])c2)OC1c1ccccc1Cl (centres undefined)	-2	-0.3	0.5	-5
CN(C)c1ccc(/C=N/NC(=O)c2ccccc2I)cc1	-8	-0.1	1.7	-9
O=C(Cn1c(=O)oc2cc(Cl)ccc21)N1CCN(c2cccc(Cl)c2)CC1	6	0.1	-1.0	9
